TSG101-PTAP inh: qHTS Validation Assay for Inhibitors of HIV-1 Budding by Blocking the Interaction of PTAP/TSG101: Sytravon Library Screen. Tumor susceptibility gene 101 protein (Homo sapiens), Q99816. Fluorescence polarization, FITC-PTAP peptide/Tsg101, 20 min. Potency, µM (titrated, usually from 115 µM), for inactives: top-dose activity change, negative = inhibition, hits mostly inhibitors. 44,000 tested, under 10 active; also: potency is read from the fitted curve at half-maximal effect; 0% is about no effect
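Steps: Tsg101 binding domain (10 uM final) in HEPES pH 7.5/NaCl/Tween 20/EDTA/TCEP; add compound; add FITC-PTAP peptide (50 nM final); incubate 20 min r.t.; read polarization.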
NTMT1 inh: Primary qHTS for Inhibitors of N-terminal methyltransferase 1 (NTMT1): MTaseGlo Assay; N-terminal Xaa-Pro-Lys N-methyltransferase 1 (Homo sapiens), Q9BV86; NTMT1 MTase-Glo SAH luminescence, purified enzyme; Potency, µM (highest dose often 114 µM), inactives show at the top dose activity change, negative = inhibition, most hits filed as inhibitors; 2.5% of 59,000 active; AID 1645870, 2021;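 also: potency is read from the fitted curve at half-maximal effect; plate controls were DMSO vehicle for no effect and no enzyme for full effect; nearly all actives have a fitted effect of over 65% in size; many of its hits are not listed in these tables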
GALK inhibitor: qHTS Assay for Inhibitors of Human Galactokinase (GALK): NCGC Sytravon Library Screen; P51570; recombinant GALK, Kinase-Glo ATP luminescence, 1 h; Potency, µM (titrated, usually from 57.5 µM), for inactives: at the top dose activity, negative = inhibition, usual class: inhibitors; 44,000 tested, under 10 active;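 also: plate controls were full GALK reaction for no effect and reaction lacking GALK for full effect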
Target sequence (P51570 whole entry, looked up): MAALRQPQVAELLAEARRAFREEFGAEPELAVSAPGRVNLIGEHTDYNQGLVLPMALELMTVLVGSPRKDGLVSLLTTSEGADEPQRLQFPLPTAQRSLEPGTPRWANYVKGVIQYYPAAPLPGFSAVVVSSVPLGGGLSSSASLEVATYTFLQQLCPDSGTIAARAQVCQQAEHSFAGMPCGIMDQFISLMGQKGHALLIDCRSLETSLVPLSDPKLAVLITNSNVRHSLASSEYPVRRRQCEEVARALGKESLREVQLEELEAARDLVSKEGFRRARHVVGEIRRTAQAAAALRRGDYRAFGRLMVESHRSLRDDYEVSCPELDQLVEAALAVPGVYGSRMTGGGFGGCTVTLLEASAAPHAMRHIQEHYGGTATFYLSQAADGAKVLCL
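Reactions with and without enzyme served as controls. GALK at 5 nM phosphorylates 100 uM galactose using 35 uM ATP (HEPES pH 8.0, Mg2+) for 1 h at RT, with luminescence read 10 min after adding Kinase-Glo Plus.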
p53null 32C kill: qHTS Screen for Compounds that Selectively Target Cancer Cells with p53 Mutations: Cytotoxicity of p53 Null Cells at the Permissive Temperature; 0.62% of 55,000 active; H1299-neo p53 null cells, ATP luminescence, 24 h, 32C; Potency, µM (series often up to 46.1 µM), without a hit: top-dose activity change, negative = cytotoxicity, usual class: cytotoxic; AID 903, 2007;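 also: potency is read from the fitted curve at half-maximal effect; 0% = DMSO only and -100% = full killing by 100 µM tamoxifen; nearly all actives have a fitted effect of over 55% in size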
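Cytotoxicity: H1299-neo (no p53), 32C, 24 h treatment. Concentrations up to 46 uM. Readout cellular ATP, luminescence. Normalization to DMSO basal and tamoxifen 100 uM maximal kill.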
FH mod: Identification of activators of human fumarate hydratase by quantitative high-throughput screening | FH coupled MDH/diaphorase resazurin fluorescence, 15 min | Potency, µM (doses to about 79.9 µM), inactives show top-dose activity change, negative = inhibition, hits mostly inhibitors | 0.22% of 54,000 active; also: potency is read from the fitted curve at half-maximal effect; % is scaled to controls: 0 for no effect and ±100 for the full control effect; the screen sought activators but most active calls are inhibition curves; nearly all actives have a fitted effect of over 45% in size
Target sequence (P07954 whole entry, looked up): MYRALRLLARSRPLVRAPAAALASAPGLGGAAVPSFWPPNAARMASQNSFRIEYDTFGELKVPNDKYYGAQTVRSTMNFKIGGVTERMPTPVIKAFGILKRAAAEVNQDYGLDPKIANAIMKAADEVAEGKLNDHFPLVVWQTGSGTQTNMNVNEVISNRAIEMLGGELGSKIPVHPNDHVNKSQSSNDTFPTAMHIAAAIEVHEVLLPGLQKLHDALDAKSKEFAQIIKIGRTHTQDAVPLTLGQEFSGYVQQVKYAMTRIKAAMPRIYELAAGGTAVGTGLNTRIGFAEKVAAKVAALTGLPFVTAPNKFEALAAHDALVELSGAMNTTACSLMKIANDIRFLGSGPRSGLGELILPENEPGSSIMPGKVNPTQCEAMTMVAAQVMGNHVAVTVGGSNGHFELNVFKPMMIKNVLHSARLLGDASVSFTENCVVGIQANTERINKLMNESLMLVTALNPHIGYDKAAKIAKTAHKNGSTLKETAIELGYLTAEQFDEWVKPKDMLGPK
B2AR arrestin ag: qHTS assay of beta-arrestin-biased ligands of beta2-adrenergic receptor: NCGC Sytravon Library Screen. Beta-2 adrenergic receptor (Homo sapiens), P07550. HTLA Tango cells, beta-arrestin recruitment, luciferase luminescence, 18 h. Potency, µM (doses to about 46.1 µM), inactives show at the top dose activation, most hits filed as activators. 44,000 tested, under 10 active;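 also: potency is read from the fitted curve at half-maximal effect; 0% = DMSO and full agonism = EC100 isoproterenol or metaproterenol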
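Luminescence read-out: arrestin recruitment to recombinant beta2-AR releases tTA, inducing luciferase. Cells exposed 18 hr at 37 degrees C to up to 46 microM compound; %Activity from corrected signal, concentration-response curves classified by r2, magnitude and efficacy.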
p53null 39C tox: qHTS Screen for Compounds that Selectively Target Cancer Cells with p53 Mutations: Cytotoxicity of p53 Null Cells at the Nonpermissive Temperature. 0.97% of 55,000 active. H1299 p53-null (neo) cells, 39C, ATPlite viability, 24 h. Potency, µM (titrated, usually from 46.1 µM), for inactives: top-dose activity, negative = cell killing, usual class: cytotoxic;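 also: potency is read from the fitted curve at half-maximal effect; 0% = DMSO only and -100% = full killing by 100 µM tamoxifen; nearly all actives have a fitted effect of over 50% in size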
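Temperature-shift cytotoxicity format: compound titrations on p53-null or A138V-expressing H1299 cells held 24 hr at 39C, cell ATP then measured, AC50 from Hill model.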
* = called active by the depositor; ? = inconclusive; nt = no result given; [ ] = another dose, or the depositor's remark. Calls follow the shape of the dose curve; as a rule, active = well fitted curve in the direction sought with a large enough effect; inconclusive = small, poorly fitted or top-dose-only effect, or another doubt; inactive = no such curve, though single readings can be large; an effect the other way counts as inactive or inconclusive. Only part of the results is shown; the hit share may differ from the screen's.

Compound,TSG101-PTAP inh,NTMT1 inh,GALK inhibitor,p53null 32C kill,FH mod,B2AR arrestin ag,p53null 39C tox
Cc1cc(Nc2ccc(F)cc2)n2c(nc3ccccc32)c1C#N,-6%,17%,-2%,-11%,-5%,-2%,4%
COc1ccc(C)cc1NC(=O)c1cc(S(=O)(=O)N2CCc3ccccc3C2)ccc1F,-7%,1%,-1%,-5%,-11%,0%,-5%
CCOc1ccc(C(=O)c2cn(CC(=O)Nc3cccc(OC)c3)c3cc4c(cc3c2=O)OCCO4)cc1,3%,18%,1%,6%,-24%,1%,-6%
CC(CNC(=O)c1cc2ccccn2n1)c1ccccc1 (centres undefined),-6%,nt,1%,-7%,nt,2%,?
CN(C)c1ccc(CNC(=O)CN2C(=O)C3CCCCN3c3ccc(C(=O)N4CCCC4)cc32)cc1 (centres undefined),3%,?,-1%,-8%,-1%,1%,-3%
CC(C)CCNC(=O)CSc1nc2ccccc2nc1Cc1ccc(Cl)cc1,3%,5%,1%,-6%,8%,0%,14%
Cc1ccc(NC(=O)N2CCN(c3nnc(C)c4c(C)n(-c5ccccc5)nc34)CC2)c(Cl)c1,1%,16%,-1%,-1%,-10%,0%,-3%
CCN(CC)C(=O)Cn1c(=O)n(Cc2ccc(C(=O)NCc3ccc(C)cc3)cc2)c(=O)c2ccccc21,-1%,-4%,3%,3%,-4%,1%,-22%
Fc1ccc(-c2nnn3c2nc(NCc2ccccc2)c2ccccc23)cc1,3%,-4%,-10%,0%,0%,-1%,-13%
COc1ccccc1C(=O)Nc1cc(-c2ccc(C)cc2)no1,-1%,-1%,0%,?,-17%,-1%,?
COc1ccc(CNC(=O)C2(c3cccs3)CCOCC2)cc1,-7%,3%,3%,3%,9%,-4%,23%
COc1ccc(C(C)n2c(C)c3c(C)nnc(C)c3c2C)cc1 (centres undefined),-2%,?,2%,-16%,-7%,-1%,15%
COc1cccc(-c2cc(C(=O)Nc3ccc(F)cc3)[nH]n2)c1,0%,-2%,0%,-30%,?,-1%,?
Cc1ccc(Cl)cc1N1CCN(C(=O)c2ccc3c(c2)N(Cc2ccccc2F)C(=O)c2ccccc2S3(=O)=O)CC1,-2%,1%,0%,0%,-15%,0%,-4%
COc1ccc(NC(=O)CCNS(=O)(=O)c2cccc3nsnc23)cc1,-6%,-3%,1%,-5%,6%,-1%,13%
CCOc1cc(C2c3c(oc4cc(C)cc(C)c4c3=O)C(=O)N2CCO)ccc1O (centres undefined),0%,-1%,8%,-9%,0%,-2%,-8%
COCCCNC(=O)CSc1nc2cc3c(cc2c(=O)n1CCCC(=O)NCc1ccc(OC)cc1)OCO3,0%,6%,1%,-5%,6%,-3%,-3%
CCOc1ccc(NC(=O)C(NS(=O)(=O)c2ccc3c(c2)CCN3C(C)=O)C(C)C)cc1 (centres undefined),-1%,-7%,0%,11%,-4%,-1%,8%
O=C(COc1ccc(Cl)cc1)NCC(c1cccs1)S(=O)(=O)c1ccc(F)cc1 (centres undefined),-4%,-3%,-2%,-1%,-15%,-4%,14%
Cc1ccc(CNC(=O)c2ccc3c(c2)c(C)c(C)n3Cc2ccc(Cl)cc2)o1,2%,?,2%,24%,-10%,2%,21%
Cc1ccc(OCC(=O)Nc2ccc(S(=O)(=O)Nc3cc(C)on3)cc2)c(Br)c1,-6%,13%,0%,-4%,?,-1%,-15%
COc1cc(-c2ccno2)ccc1S(=O)(=O)N1CCN(c2cc(C)ccc2C)CC1,-1%,?,0%,7%,-15%,-2%,-4%
CCOC(=O)C1CCN(S(=O)(=O)c2cc3c4c(c2)CC(=O)N4CCC3)CC1,-1%,7%,-7%,-1%,-16%,-3%,-3%
CCOC(=O)c1c(C)oc2nc(C)nc(N3CCN(c4ccccc4F)CC3)c12,-5%,-3%,3%,-1%,-10%,0%,-16%
Cc1ccc2c(CC(=O)Nc3ccc(S(=O)(=O)Nc4nc(C)cc(C)n4)cc3)coc2c1,-12%,-30%,-10%,5%,-29%,-2%,5%
CCOc1ccc(CNC(=O)C2CCN(c3nnc(-n4c(C)ccc4C)s3)CC2)cc1,1%,-4%,1%,-4%,-2%,-1%,-24%
COCCCNC(=O)C1CCC(Cn2c(=O)c3sccc3n(Cc3ccc(F)cc3)c2=O)CC1 (centres undefined),-1%,9%,1%,1%,0%,-1%,-17%
COc1cccc(Cc2nc3ccccc3nc2SCC(=O)NCc2ccc(C)cc2)c1,1%,9%,0%,-4%,6%,-1%,-26%
Cc1ccc(CNC(=O)C2CCCN(Cc3nc(-c4cccc(C)c4)oc3C)C2)cc1 (centres undefined),-9%,-9%,0%,6%,-28%,1%,?
CCc1ccc(NC(=O)Cn2c(=O)ccc3cc(S(=O)(=O)N4CCCC4)ccc32)cc1,2%,3%,-1%,-1%,-17%,0%,-21%

An excerpt of these results, with two lines to a compound:
Below each SMILES – TSG101-PTAP inh	NTMT1 inh	GALK inhibitor	p53null 32C kill	FH mod	B2AR arrestin ag	p53null 39C tox
CCOc1ccc(C(=O)c2cn(CC(=O)Nc3cccc(OC)c3)c3cc4c(cc3c2=O)OCCO4)cc1
    3%	18%	1%	6%	-24%	1%	-6%
CC(CNC(=O)c1cc2ccccn2n1)c1ccccc1 (centres undefined)
    -6%	nt	1%	-7%	nt	2%	?

Back to the main list with the seven entries that preceded the break.
Compound,TSG101-PTAP inh,NTMT1 inh,GALK inhibitor,p53null 32C kill,FH mod,B2AR arrestin ag,p53null 39C tox
CCOC(=O)c1c(C)oc2nc(C)nc(N3CCN(c4ccccc4F)CC3)c12,-5%,-3%,3%,-1%,-10%,0%,-16%
Cc1ccc2c(CC(=O)Nc3ccc(S(=O)(=O)Nc4nc(C)cc(C)n4)cc3)coc2c1,-12%,-30%,-10%,5%,-29%,-2%,5%
CCOc1ccc(CNC(=O)C2CCN(c3nnc(-n4c(C)ccc4C)s3)CC2)cc1,1%,-4%,1%,-4%,-2%,-1%,-24%
COCCCNC(=O)C1CCC(Cn2c(=O)c3sccc3n(Cc3ccc(F)cc3)c2=O)CC1 (centres undefined),-1%,9%,1%,1%,0%,-1%,-17%
COc1cccc(Cc2nc3ccccc3nc2SCC(=O)NCc2ccc(C)cc2)c1,1%,9%,0%,-4%,6%,-1%,-26%
Cc1ccc(CNC(=O)C2CCCN(Cc3nc(-c4cccc(C)c4)oc3C)C2)cc1 (centres undefined),-9%,-9%,0%,6%,-28%,1%,?
CCc1ccc(NC(=O)Cn2c(=O)ccc3cc(S(=O)(=O)N4CCCC4)ccc32)cc1,2%,3%,-1%,-1%,-17%,0%,-21%
CCOc1ccc(C2NC(=O)c3c(COC)cc(C)nc3N2Cc2ccccc2)cc1OC (centres undefined),3%,21%,9%,10%[9.22 µM],-8%,1%,-13%
O=C(Nc1ccc(-c2cn3cccnc3n2)cc1)c1ccccc1F,-1%,?,0%,-21%,-8%,1%,24%
Cc1ccccc1NC(=O)CSc1nccn1C,1%,2%,9%,7%,0%,1%,6%
COc1ccccc1S(=O)(=O)Cc1ccc(C(=O)NCc2ccc(Cl)cc2)o1,-8%,-3%,1%,-3%,-7%,1%,-3%
COc1ccc(-c2c(C)nn3c(N4CCC(C(=O)NCCC(C)C)CC4)cc(C)nc23)cc1OC,0%,8%,8%,0%,2%,1%,-9%
CCc1ccc(-n2c(SCc3ccccc3C)nc3[nH]ncc3c2=O)cc1,-1%,-2%,1%,?,?,?,6%
O=c1c2[nH]c3ccccc3c2nc(SCc2ccccc2F)n1-c1ccc(F)cc1,-1%,-2%,3%,-9%,11%,-1%,17%
CCc1ccc(NC(=O)CSc2nc3c([nH]c4ccccc43)c(=O)n2-c2ccc(C)cc2)cc1,0%,20%,3%,-3%,-5%,2%,12%
Cc1cccc(NC(=O)CSc2cn(CC(=O)N3CCOCC3)c3ccccc23)c1,0%,5%,-6%,-3%,-14%,2%,-13%
CCc1ccc(CNC(=O)c2cnc(N3CCCCC3)c3ccccc23)cc1,-6%,-13%,2%,46%[activator],-19%,0%,16%
O=S(=O)(c1ccc2ccccc2c1)n1nc(-c2ccco2)nc1NCc1cccc(Cl)c1,1%,9%,0%,4%,-19%,-4%,5%
Cc1ccc(NC(=O)CSc2cc(=O)n(C)c3ccc(Cl)cc23)c(Br)c1,1%,-4%,1%,-2%,1%,0%,2%
CCc1ccc2occ(CC(=O)Nc3sc4c(c3C(=O)OC)CCC4)c2c1,15%,-7%,0%,?,-36%,-1%,-13%
CCOc1ccc(NC(=O)CC2C(=O)N(c3ccc(F)cc3)C(=O)N2Cc2ccc(OC)c(OC)c2)cc1 (centres undefined),0%,0%,8%,-1%,-1%,-1%,-16%
CCOc1ccccc1NC(=O)NCc1ccc2c(c1)CCN2C(=O)c1ccccc1,-13%,6%,0%,-7%,?,6%,5%
Cc1cc2cc(CCNS(=O)(=O)c3ccc(Br)cc3)c(=O)[nH]c2cc1C,2%,-7%,-7%,-2%,?,1%,-1%
CCOc1ccc(NC(=O)CN2CCN(CC(=O)Nc3ccc(N(CC)CC)cc3)CC2)cc1,-1%,-1%,-4%,7%,-31%,2%,-2%
Cc1ccc(NC(=O)Cn2c(=O)c(C(F)(F)F)nc3ccccc32)cc1C,0%,-14%,-1%,0%,16%,0%,-2%
COc1cccc(NCc2nnc3n2CCCCC3)c1,-12%,?,-4%,1%,-7%,0%,27%
O=C(C1CCCN(S(=O)(=O)c2cccc3nsnc23)C1)N1CCN(c2ccccc2F)CC1 (centres undefined),16%,?,2%,19%,-4%,1%,3%

High-throughput results from PubChem.
